Bim-Bcl-2: inhibitors of Bim-Bcl-2 interaction, human; Bead-based flow cytometry, Bim peptide-Bcl-2 binding; actives 0.06% (n = 190,000); inhibition, % at 10 µM; P10415; AID 950; in the data active = inhibition above about 40%; inconclusive = no clear call, values can overlap the other calls;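 also: 0% = no compound wells with probe peptide and 100% = reference peptide inhibitor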
RGS7-Gao: modulates binding of RGS7 to human Galphao; Multiplexed bead flow cytometry; actives lie on both sides; actives 0.35% (n = 220,000); binding response (% of control), % at 10 µM; AID 1439; P09471; in the data active = binding response below about 49% or above about 150%; inconclusive = no clear call, values can overlap the other calls; inactive = in between;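 also: fluorescent Galphao held in activated GDP-AlF4 state binding bead-coupled RGS7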
Target sequence (P09471 whole entry, looked up): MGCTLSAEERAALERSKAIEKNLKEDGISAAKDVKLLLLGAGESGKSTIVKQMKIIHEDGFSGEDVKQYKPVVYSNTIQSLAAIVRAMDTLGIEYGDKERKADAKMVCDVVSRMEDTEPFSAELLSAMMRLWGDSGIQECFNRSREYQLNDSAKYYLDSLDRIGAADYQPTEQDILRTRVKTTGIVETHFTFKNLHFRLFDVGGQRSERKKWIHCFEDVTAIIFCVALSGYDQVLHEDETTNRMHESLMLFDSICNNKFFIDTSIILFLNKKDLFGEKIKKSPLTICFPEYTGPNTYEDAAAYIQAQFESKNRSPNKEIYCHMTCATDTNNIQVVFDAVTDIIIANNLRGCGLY
RGS4-Gao reg: modulates binding of RGS4 to human Galphao; actives 0.33% (n = 220,000); binding response (% of control), % at 10 µM; AID 1415; Multiplexed bead flow cytometry; actives lie on both sides; P09471; in the data active = binding response below about 49% or above about 150%; inactive = in between;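 also: fluorescent Galphao activated with aluminum fluoride binding bead-coupled RGS4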
Bim-Bfl-1: inhibitors of Bim-Bfl-1 interaction, human. Bead-based flow cytometry, Bim-Bfl-1 binding inhibition. inhibition, % at 10 µM. AID 1008. actives 0.12% (n = 190,000). Q16548;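 also: 0% = wells without compound plus tracer and 100% = blocker peptide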
Bim-Bcl-XL: human Bim-Bcl-XL interaction inhibition. Q07817. Bim peptide-Bcl-XL binding, bead flow cytometry, fluorescence. inhibition, % at 10 µM. actives 0.04% (n = 190,000)
Target sequence (Q07817 whole entry, looked up): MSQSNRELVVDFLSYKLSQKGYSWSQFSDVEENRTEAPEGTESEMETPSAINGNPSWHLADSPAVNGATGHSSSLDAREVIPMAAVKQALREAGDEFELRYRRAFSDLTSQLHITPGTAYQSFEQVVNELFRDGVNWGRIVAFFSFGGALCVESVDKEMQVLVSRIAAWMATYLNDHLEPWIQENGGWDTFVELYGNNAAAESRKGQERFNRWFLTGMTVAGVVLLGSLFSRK
Bcl-B Bim block: disrupts Bim peptide binding to human Bcl-B | Q9HD36 | bead-based flow cytometry | inhibition, % at 10 µM | actives 0.073% (n = 190,000) | AID 951;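 also: 0% = tracer peptide without compound and 100% = reference inhibitor peptide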
Mcl1 Bid PPI: Mcl-1/Bid interaction inhibition | TR-FRET Mcl-1/Bid-Dy647 peptide binding, 1536-well | AID 1021 | inhibition, % at 21.7 µM | actives 0.97% (n = 220,000) | Q07820;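 active = compounds that cut the binding signal by more than half at the single screening dose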;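 also: His-tagged Mcl-1 with europium anti-His antibody binding Bid BH3 peptide; 0% = Mcl-1 plus peptide wells and 100% = peptide-only wells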
Target sequence (Q07820 whole entry, looked up): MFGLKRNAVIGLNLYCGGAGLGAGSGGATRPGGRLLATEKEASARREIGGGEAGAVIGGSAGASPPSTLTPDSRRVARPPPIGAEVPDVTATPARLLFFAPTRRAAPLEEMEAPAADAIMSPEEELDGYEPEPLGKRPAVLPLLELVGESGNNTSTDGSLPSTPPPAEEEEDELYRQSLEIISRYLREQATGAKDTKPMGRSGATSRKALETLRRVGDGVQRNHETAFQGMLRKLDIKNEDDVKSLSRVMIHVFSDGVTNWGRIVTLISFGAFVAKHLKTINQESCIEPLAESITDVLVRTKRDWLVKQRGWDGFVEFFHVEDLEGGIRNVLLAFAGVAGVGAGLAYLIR
GSH bead fluor: GSH bead compound fluorescence profile. fluorescence (KMESF) at 10 µM. GSH beads flow cytometry, compound fluorescence 488/530 nm; active compounds read high. actives 0.25% (n = 190,000). AID 1776; in the data active = fluorescence above about 89;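 also: glutathione beads carrying GST-tagged Bcl family fusion proteins plus one bare bead set; values are compound well signal with DMSO vehicle wells as background; inactives centre near 16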
Bim-Bcl-W: disrupts Bim peptide binding to human Bcl-W; bead-based flow cytometry; inhibition, % at 10 µM; actives 0.02% (n = 190,000); AID 952;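 also: 0% = bound tracer without compound and 100% = peptide blocker; higher means less fluorescent Bim peptide bound to Bcl-W beads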
Bim-Mcl-1: disrupts Bim peptide binding to human Mcl-1; Q07820; Bead-based flow cytometry, Bim peptide-Mcl-1 binding; inhibition, % at 10 µM; actives 0.1% (n = 190,000); AID 1009;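 also: 0% = no compound tracer wells and 100% = peptide blocker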
RGS8-Gao reg: modulates binding of RGS8 to human Galphao. multiplexed bead flow cytometry; actives lie on both sides. response (percent of control binding), % at 10 µM. actives 0.34% (n = 220,000); in the data active = response below about 60% or above about 140%; inactive = in between;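 also: Galphao activated as the GDP aluminium fluoride complex binding bead-coupled RGS8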
Numbers without * were called inactive; u = inconclusive; x = not tested or not shown. Rule as the data show it, unless noted: active = inhibition above about 40%.

SMILES	Bim-Bcl-2	RGS7-Gao	RGS4-Gao reg	Bim-Bfl-1	Bim-Bcl-XL	Bcl-B Bim block	Mcl1 Bid PPI	GSH bead fluor	Bim-Bcl-W	Bim-Mcl-1	RGS8-Gao reg
Cc1cc(=O)oc2cc(Oc3ncccn3)ccc12	-4	95	101	-8	-7	-5	-33	28	0	3	103
Cc1ccc(C(=O)NC(C)c2ccccc2)o1 (stereo not drawn)	0	101	102	0	-1	0	-5	65	-2	0	101
CCOC(=O)COc1ccc2c3c(c(=O)oc2c1C)CCC3	0	99	103	0	-7	-2	9	16	-3	-3	100
c1csc(-c2nnsc2-c2nc3ccccc3[nH]2)c1	-10	103	102	-2	-4	-15	-41	23	-1	-1	98
CCCOc1ccc(CC(=O)NNC(=S)Nc2ccccc2)cc1Br	0	99	101	1	-7	-20	-33	15	-3	-7	95
CC(C)(CNc1ccc([N+](=O)[O-])cc1Cl)CNS(C)(=O)=O	-8	103	106	-11	-11	-7	-17	33	-4	-4	106
CCN(CC)C(=O)c1sc(NC(=O)C(Sc2ccccc2)c2ccccc2)c(C(=O)OC(C)C)c1C (stereo not drawn)	-6	100	98	-8	-4	-8	18	48	6	0	100
COc1ccc(-c2noc(CCC(=O)NCC3CCN(Cc4cccc(C)c4)CC3)n2)cc1	-4	101	105	-10	0	-3	-21	4	-2	3	101
Cc1ccc(S(=O)(=O)/N=C(\CN2CCOCC2)N2CCOCC2)cc1	-10	99	99	-19	-8	-7	-3	35	0	-4	101
CCOC(=O)/C(C#N)=C/c1cn(CCC(=O)O)nc1-c1cccc(Cl)c1	-1	u	99	-6	0	-2	-31	15	0	-1	100
COc1ccc(Nc2ncc(C(=O)N3CCC(C(N)=O)CC3)c3ccccc23)cc1	-2	98	100	0	-3	-2	-19	9	0	0	98
CCC1CCCCN1c1nc(-c2cccc(OC)c2O)nc2ccccc12 (stereo not drawn)	-3	100	101	0	0	0	-16	18	0	-1	102
Cc1ccc2c(Cl)cc(Cl)c(OCC(=O)NC(=O)NCc3ccco3)c2n1	3	91	80	-1	-7	0	-35	26	-1	0	86
COc1ccc(Cl)cc1C(=O)Nc1ccc2c(c1)OCO2	-1	95	98	-4	0	-1	-23	13	-2	-3	94
CCCCCCOC(=O)C1=C(C)NC(=O)NC1c1ccc(O)cc1 (stereo not drawn)	0	97	93	0	1	0	-22	11	1	2	101
CCCCOC(=O)n1c(SCC(=O)N(C)C)nc2ccccc21	-3	101	103	-10	0	-8	-49	55	4	2	99
C=CCn1c(O)c(N=NC(=O)OC(C)(C)C)c2ccccc21	0	102	106	-3	-5	-5	-1	13	-4	-2	103
COC(=O)/C(=C/N(C)C)C(=O)N1CCN(c2ccc(Cl)c(Cl)c2)CC1	-4	105	103	-7	0	0	-22	10	1	1	105
c1ccc(Nc2c3c(nc4ncnn24)CCC3)cc1	3	x	x	0	0	0	7	46	0	0	x
COCCOC(=O)c1c(C)oc2ccc(NS(=O)(=O)c3ccccc3)cc12	-3	101	101	-6	-5	-5	-25	68	-3	-2	101

Results in Bim-Bcl-W, Mcl1 Bid PPI and RGS4-Gao reg, for some of the entries so far:
SMILES | Bim-Bcl-W | Mcl1 Bid PPI | RGS4-Gao reg
CCCOc1ccc(CC(=O)NNC(=S)Nc2ccccc2)cc1Br | -3 | -33 | 101
CC(C)(CNc1ccc([N+](=O)[O-])cc1Cl)CNS(C)(=O)=O | -4 | -17 | 106
CCN(CC)C(=O)c1sc(NC(=O)C(Sc2ccccc2)c2ccccc2)c(C(=O)OC(C)C)c1C (stereo not drawn) | 6 | 18 | 98
COc1ccc(-c2noc(CCC(=O)NCC3CCN(Cc4cccc(C)c4)CC3)n2)cc1 | -2 | -21 | 105

New compounds follow:
SMILES	Bim-Bcl-2	RGS7-Gao	RGS4-Gao reg	Bim-Bfl-1	Bim-Bcl-XL	Bcl-B Bim block	Mcl1 Bid PPI	GSH bead fluor	Bim-Bcl-W	Bim-Mcl-1	RGS8-Gao reg
O=C(NCCN1CCOCC1)c1ccc([N+](=O)[O-])cc1[N+](=O)[O-]	-7	98	100	-17	-3	-7	-38	29	0	-1	101
O=C(NCC1(c2ccccc2)CCCC1)C(=O)N1CCOCC1	2	81	83	8	-6	-2	13	12	-6	-6	66
C/C(=N\N=C\c1cccc(F)c1)c1nnn(-c2nonc2N)c1C	3	99	94	0	-3	-2	-3	9	0	0	94
CCC(C)Cn1c(C(C)C)nc2ccccc21 (stereo not drawn)	0	85	96	-5	0	-1	-3	15	3	0	105
CCCCNc1nc2ccccc2n1CC(=O)Nc1c(C)cccc1CC	-2	110	112	-3	-4	-4	1	11	-5	-4	105
CCCCNC(=S)NNC(=O)c1c(Cl)c(C)nn1C	0	104	105	2	-2	-13	-80	9	-7	-4	101
COc1ccc(C(=O)N2CCN(c3cnn(-c4ccccc4)c(=O)c3Cl)CC2)cc1	-3	88	87	-7	1	-2	-13	11	-4	0	93
O=C(Nc1ccc(N2CCN(Cc3ccccc3F)CC2)cc1)c1ccccc1[N+](=O)[O-]	0	104	104	-2	0	-2	-7	9	0	0	103
Cc1nc2ccccc2n1S(=O)(=O)c1ccc(S(=O)(=O)N2CCCCCC2)cc1	-9	93	98	-11	-8	-9	10	32	-1	-2	97
CC12CCC(C(=O)N(CSC(=S)N/N=C\c3ccccc3Cl)C1=O)C2(C)C (stereo not drawn)	1	102	102	1	-4	-3	-58	12	0	1	103
CC(C)NC(=S)N1CCN(S(=O)(=O)c2cccc(C(F)(F)F)c2)CC1	-3	94	96	0	-2	-3	-54	4	0	-2	95
O=C1CCc2cc(S(=O)(=O)NC(Cc3ccccc3)C(=O)N3CCN(c4ccccn4)CC3)ccc2N1 (stereo not drawn)	-2	96	101	-5	-6	-7	-9	13	-5	-5	101
CN(C)S(=O)(=O)c1ccc(S(=O)(=O)N2CCCC2)cc1	-4	99	102	-1	0	-2	-8	11	-2	-2	99
COCCNC(=O)C(c1ccc(C)o1)N(C(=O)c1snc(C(N)=O)c1N)c1cc(C)cc(C)c1 (stereo not drawn)	0	88	89	1	-2	-2	-18	14	-1	-4	93
Cc1cc(C)n(-c2ccc(C(=O)OCC(=O)NCc3ccc(Cl)cc3)cc2)n1	-1	101	103	-4	-2	-4	-23	11	-6	-3	101
O=C(NC1CCCCC1)N(Cc1ccccc1)Cc1ccco1	-10	99	101	-16	-1	-10	-10	25	-1	2	101
O=C1c2ccccc2C2=Nc3ccccc3SC(c3cccc(F)c3)C12 (stereo not drawn)	-6	103	104	-1	-6	-7	-4	9	-3	-3	104
COc1ccc(-n2nc(C(=O)O)c3ccccc3c2=O)cc1	0	105	107	-2	-5	-2	10	18	-2	-3	102
Cc1ccccc1CN1N=C(/C=C/c2ccccc2)CCC1=O	-1	98	100	0	-2	0	-11	10	0	1	98
COc1cccc(-n2c(Cc3cc(=O)[nH]c(=O)[nH]3)nnc2SCC(=O)N2CCCCC2)c1	-7	96	98	-10	-4	-12	-5	28	-2	-2	104
Cc1cccc(NC(=O)Cn2cnc3sc(C)c(S(=O)(=O)N4CCC(C)CC4)c3c2=O)n1	-9	98	103	-15	-3	-9	3	19	0	-1	101
CCOc1cc(/C=N/NC(=O)C(=O)N2CCCC2)ccc1O	-3	110	107	-5	-1	-3	-50	14	0	4	104
Cc1cc(C)c2cc(C#N)c(SCC(=O)NCC3CCCO3)nc2c1 (stereo not drawn)	-1	94	102	-3	-1	-2	-31	11	0	-2	99
O=C(Nc1nccs1)c1cc(-c2ccncc2)nc2ccccc12	-1	94	90	0	-11	1	-8	8	-6	-24	102
COc1ccc(C2CCCN2C(=O)Nc2cccc(C(C)=O)c2)cc1OC (stereo not drawn)	-6	104	100	-12	-5	-8	-4	30	-4	-1	105
O=C1C2C3C=CC(C4CC34)C2C(=O)N1c1nccs1 (stereo not drawn)	0	100	99	0	-1	-2	-8	6	-2	-4	101
O=C(NCCOCCNC(=O)OCc1ccccc1)OCc1ccccc1	2	110	106	-5	0	0	-37	13	1	2	101
O=C1C=C(NCc2ccc(Cl)cc2)CC(c2ccco2)C1 (stereo not drawn)	-7	109	107	-5	2	-5	-17	30	-2	0	105
CC(=O)Nc1cc(Br)ccc1O	2	104	100	3	0	2	-37	10	-1	-4	98
O=C(NN1C(=O)c2ccccc2C1=O)c1ccccc1[N+](=O)[O-]	0	108	105	-2	0	-1	5	14	-1	3	104
COc1cccc(C=Nc2cc(C)cc(C)c2)c1O	18	81	84	15	6	33	-51	3	3	0	90
CC(C)OCCCNC(=O)Nc1cccc2ccccc12	-5	108	102	-5	-5	-5	-27	10	-2	-1	103
CC(COc1ccccc1)N1CCC(CO)(Cc2ccccc2)CC1 (stereo not drawn)	-8	103	101	-3	-2	-3	-4	9	0	-1	100
COc1ccc(/C=N\NC(=O)CCN2CCN(c3ccccc3)CC2)cc1OC	0	93	96	0	9	11	-50	19	5	2	97
Cc1cc(C)n2nc(C(=O)N/N=C/c3ccc(O)cc3)nc2n1	-1	101	104	-9	-1	-3	-40	14	1	5	99
CSc1ccc(Cl)c(C(=O)Nc2ccc(Cl)cn2)c1	-5	98	102	-7	-1	-3	-5	15	-1	-1	107
O=C1CN(C(=O)CSc2nnc3ccccn23)c2ccccc2N1	-6	102	103	-12	-10	-15	-4	19	-4	-4	101
Cc1ncc(CO)c(/C=N/NC(=O)c2ccc(O)cc2)c1O	-7	101	102	-10	-14	-10	-86	18	-8	-16	100
Cc1cccc(N/N=C(\C=N\N)C(=O)c2ccc(Br)cc2)c1	2	97	97	0	-1	0	-6	20	-1	0	99
CN(C)/C=C1\N=C(c2cccs2)OC1=O	-2	97	102	1	-2	1	-4	4	3	-1	97
O=C(Nc1ccccc1Oc1ccccc1)c1ccc(Br)o1	-7	104	103	-13	-8	-13	1	40	-2	0	100
O=C1NC(=O)C(Nc2cccc3ccccc23)S1 (stereo not drawn)	-18	98	97	2	-1	-1	-52	21	2	-5	101
Cc1ccccc1Cn1cc(NC(=O)c2cc(-c3cccs3)on2)cn1	-10	117	103	-13	-18	-5	-26	54	0	-3	100
COc1cc(C2NC(=O)NC(C)=C2C(=O)OC(C)(C)C)ccc1OCC(N)=O (stereo not drawn)	0	98	100	1	-2	-1	-30	11	-1	0	103
Cc1c(Cl)c(-c2n[nH]c(=S)n2CC(C)C)nn1C	-3	100	102	-1	-7	-18	-14	24	-2	-6	102
O=C(CSc1nnc(Cc2ccccc2)n1-c1ccccc1)NNC(=O)Cc1ccccc1	1	95	98	-2	1	-3	-18	19	-1	-2	98
CC1CCN(c2c(NCc3ccc(C(=O)NCCc4ccc(Cl)cc4)cc3)c(=O)c2=O)CC1	1	59	59	-1	-5	-1	14	15	-3	0	73
COc1ccc2cc(CN(CC3COCCO3)S(=O)(=O)c3ccc(Cl)cc3)c(=O)[nH]c2c1 (stereo not drawn)	1	91	94	1	-7	0	4	17	-8	-1	96
CNC(=O)CN(c1cc([N+](=O)[O-])ccc1OC)S(C)(=O)=O	-4	90	89	0	-4	-2	-17	8	-2	-4	89

Looked up by compound from above:
SMILES	Bim-Bcl-2	RGS7-Gao	RGS4-Gao reg	Bim-Bfl-1	Bim-Bcl-XL	Bcl-B Bim block	Mcl1 Bid PPI	GSH bead fluor	Bim-Bcl-W	Bim-Mcl-1	RGS8-Gao reg
COc1cc(C2NC(=O)NC(C)=C2C(=O)OC(C)(C)C)ccc1OCC(N)=O (stereo not drawn)	0	98	100	1	-2	-1	-30	11	-1	0	103
O=C(Nc1ccccc1Oc1ccccc1)c1ccc(Br)o1	-7	104	103	-13	-8	-13	1	40	-2	0	100
